CatG inh: cathepsin G (human) inhibition; AID 581; 0.2% of 62,000 active; purified enzyme, AMC-tetrapeptide fluorescence, pooled mixtures; inhibition, % at 5 µM (by protocol); P08311;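 active means inhibition above 20% in each of the two mixture wells holding the compound; inactive means inhibition of 20% or less in either well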;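 further: 0% = enzyme control without mixture and 100% = blank lacking enzyme; strong numbers were not always called active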
ROCK2 inh: blocks human Rho kinase 2 activity. O75116. purified ROCK2, Kinase-Glo ATP depletion luminescence. inhibition, % at 6 µM. 0.35% of 60,000 active. AID 604;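 active means inhibition above the screen-wide mean inhibition plus 3 SD, cut at about 18% in these data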;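 further: plate controls were DMSO wells for no effect and Y-27632 control wells after no-enzyme background subtraction for full effect; many of its hits are not listed in these tables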
Target sequence (O75116 whole entry, looked up): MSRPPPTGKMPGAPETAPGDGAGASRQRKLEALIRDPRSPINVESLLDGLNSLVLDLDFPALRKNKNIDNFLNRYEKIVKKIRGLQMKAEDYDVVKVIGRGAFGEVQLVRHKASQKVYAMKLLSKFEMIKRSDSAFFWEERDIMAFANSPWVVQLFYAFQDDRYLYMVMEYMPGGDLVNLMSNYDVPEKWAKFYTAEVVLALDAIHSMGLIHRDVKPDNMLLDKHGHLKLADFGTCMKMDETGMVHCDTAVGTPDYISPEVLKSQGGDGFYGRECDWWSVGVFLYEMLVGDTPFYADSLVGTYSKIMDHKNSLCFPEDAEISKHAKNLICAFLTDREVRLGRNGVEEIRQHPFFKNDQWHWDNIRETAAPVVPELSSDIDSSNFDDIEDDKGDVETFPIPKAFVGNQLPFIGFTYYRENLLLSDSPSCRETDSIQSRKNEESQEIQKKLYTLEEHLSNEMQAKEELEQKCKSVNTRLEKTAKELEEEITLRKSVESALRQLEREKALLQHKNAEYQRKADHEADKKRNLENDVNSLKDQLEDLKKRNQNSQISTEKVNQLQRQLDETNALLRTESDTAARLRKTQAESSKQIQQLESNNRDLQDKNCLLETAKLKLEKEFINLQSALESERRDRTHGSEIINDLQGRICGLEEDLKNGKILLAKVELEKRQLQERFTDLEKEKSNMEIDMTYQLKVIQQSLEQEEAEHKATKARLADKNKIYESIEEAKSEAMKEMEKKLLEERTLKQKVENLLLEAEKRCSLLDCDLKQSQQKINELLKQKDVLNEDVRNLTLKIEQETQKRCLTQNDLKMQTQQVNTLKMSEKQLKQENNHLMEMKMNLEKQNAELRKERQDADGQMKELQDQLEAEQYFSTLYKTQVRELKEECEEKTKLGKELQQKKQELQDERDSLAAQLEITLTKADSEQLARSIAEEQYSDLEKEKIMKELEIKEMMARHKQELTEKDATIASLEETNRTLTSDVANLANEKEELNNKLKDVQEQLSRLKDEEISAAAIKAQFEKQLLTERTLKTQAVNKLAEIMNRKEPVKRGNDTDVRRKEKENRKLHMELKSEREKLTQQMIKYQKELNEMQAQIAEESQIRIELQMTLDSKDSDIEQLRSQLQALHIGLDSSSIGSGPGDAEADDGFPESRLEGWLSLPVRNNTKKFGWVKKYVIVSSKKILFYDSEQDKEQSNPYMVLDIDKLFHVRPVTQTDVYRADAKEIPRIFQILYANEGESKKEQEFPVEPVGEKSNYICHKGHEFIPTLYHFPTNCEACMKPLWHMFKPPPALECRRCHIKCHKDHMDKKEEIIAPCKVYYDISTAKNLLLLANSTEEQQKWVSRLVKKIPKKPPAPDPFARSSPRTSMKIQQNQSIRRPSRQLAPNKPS
CatS inh: inhibitors of human cathepsin S; AID 501; P25774; recombinant cathepsin S, AMC dipeptide fluorescence, pooled mixtures; 0.06% of 62,000 active; inhibition, %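 (tested at 5 µM per compound within 10-compound mixtures)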; in the data active means inhibition above about 32%, passing the limit was not always enough;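 further: 0% = enzyme without compound and 100% = blank without enzyme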
Her2 expr inh: lowers expression of human Her2 kinase | 0.69% of 65,000 active | HER2 level % of control, % at 10 µM | SKBR-3 HER2 protein level, AlphaScreen, 18-24 h; stronger effect = lower value;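 active means HER2 level under 5% of the carrier-only control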;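 further: 100% = DMSO carrier and 0% = 500 nM PU-H71 HSP90 inhibitor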
C1s block: blocks human complement C1s protease activity; P09871; purified C1s, fluorogenic AMC substrate, pooled mixtures; mean inhibition % of two 10-compound mixtures (stronger effect = higher value), % at 5 µM (by protocol); 0.16% of 62,000 active; AID 538;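 active means inhibition above 20% in each of the two 10-compound mixture wells holding the compound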;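 further: 0% = enzyme wells lacking compound mixture and 100% = no-enzyme blank wells; some compounds called inactive have numbers as strong as hits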
CatL block: blocks human cathepsin L protease activity; inhibition, %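 (tested at 10 µM)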; 0.17% of 58,000 active; AID 460; P07711; purified cathepsin L, fluorogenic substrate, fluorescence; in the data active means inhibition above about 45%;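 further: 0% = enzyme with no compound and 100% = no enzyme blank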
PKA kinase inh: inhibitors of human protein kinase A | PKA Kemptide phosphorylation, Kinase-Glo ATP luminescence | inhibition, % at 6 µM | 0.1% of 65,000 active;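 active means inhibition above the screen-wide mean inhibition plus 3 SD, cut at about 21% in these data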; further: many of its hits are not listed in these tables
CatB inh: human cathepsin B inhibition; inhibition, %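 (tested at 10 µM)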; 0.1% of 63,000 active; purified cathepsin B, fluorogenic substrate, fluorescence; in the data active means inhibition above about 21%;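 further: 0% = enzyme with no compound and 100% = no enzyme blank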
CatB mix inh: inhibitors of human cathepsin B in compound mixtures. Purified cathepsin B, AMC dipeptide fluorescence. P07858. 0.06% of 62,000 active. inhibition, %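 (ten-compound pools at 5 µM per compound and 50 µM total)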. AID 488; in the data active means inhibition above about 22%, passing the limit was not always enough;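 further: 0% = enzyme without compound and 100% = no enzyme blank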
* marks the source's active call; other numbers are inactive results; · = no result given. Not all compounds are listed (hit frequency here may not be typical).

The first two compounds, ahead of the listing:
#	CatG inh	ROCK2 inh	CatS inh	Her2 expr inh	C1s block	CatL block	PKA kinase inh	CatB inh	CatB mix inh	SMILES
1	0	2	3	54	2	1	8	-1	2	Cn1c(=O)[nH]c(=O)c2c1nc(N1CCC(Cc3ccccc3)CC1)n2Cc1ccccc1
2	0	2	17	94	3	22	0	-1	8	c1ccc(-c2n[nH]nc2-c2ccccc2)cc1

Results, from the start:
#	CatG inh	ROCK2 inh	CatS inh	Her2 expr inh	C1s block	CatL block	PKA kinase inh	CatB inh	CatB mix inh	SMILES
1	0	2	3	54	2	1	8	-1	2	Cn1c(=O)[nH]c(=O)c2c1nc(N1CCC(Cc3ccccc3)CC1)n2Cc1ccccc1
2	0	2	17	94	3	22	0	-1	8	c1ccc(-c2n[nH]nc2-c2ccccc2)cc1
3	2	6	0	92	3	-7	2	0	8	NS(=O)(=O)c1ccc(S(=O)(=O)NCCc2ccccc2)cc1
4	-1	0	-2	78	2	0	0	0	-1	COc1cccc(-c2cc(C(=O)Nc3ccc(OC)c(OC)c3)no2)c1
5	33	4	-3	56	25	-7	0	5	4	Fc1ccc2nc3[nH]c4ccccc4c3nc2c1
6	14	-2	-1	89	11	17	-5	-3	2	C=CCn1c(SCc2cc(=O)n3ccsc3n2)nc2sc(C)c(C)c2c1=O
7	10	3	-5	122	14	-8	9	-5	4	Cc1cccc(NC(=O)C2CCN(S(=O)(=O)c3cccc4cccnc34)CC2)n1
8	5	0	8	111	-9	-24	2	-5	-3	COc1ccc(-c2nc(C#N)c(N3CCOCC3)o2)cc1OC
9	1	·	6	82	-8	-1	·	-2	5	COC(=O)C(C(=O)OC)C(C(C)C)C(C(=O)OC)C(=O)OC
10	-1	9	4	105	7	31	13	6	-1	CCOc1ccccc1C(=O)NC(C(=O)OCC(=O)Nc1nnc(-c2ccccc2)o1)C(C)C (stereo not given)
11	-1	2	-2	62	2	-6	9	3	2	O=C(CSc1nnc(-c2ccc(Br)cc2)o1)Nc1cccc2ccccc12
12	-1	9	-5	86	-14	-15	2	-6	3	COc1ccc(N2CCN(C(=O)CSc3ncccc3-c3nc4ccccc4[nH]3)CC2)cc1
13	10	-6	4	103	11	·	-7	2	1	COCC(=O)Nc1nnc(CCc2ccccc2)s1
14	-3	-2	-2	82	-22	-6	-7	-3	1	C=CCSc1nc(N)c(C#N)c(-c2ccc(C)cc2)c1C#N
15	10	3	-4	93	11	10	-2	0	2	Cc1ccc(OCCNC(=O)c2ccco2)cc1C
16	1	2	8	65	-13	-279	2	-4	2	O=C(CN1CCCC1)Nc1ccc(-c2nc3cc(NC(=O)CN4CCCC4)ccc3o2)cc1
17	-9	0	1	67	-26	14	6	1	4	COCc1cc(=O)[nH]c(/N=C(\N)Nc2ccc(C)cc2)n1
18	-10	-4	40	97	-42	·	3	4	4	CCOC(=O)C1CCCN(Cc2c(Cl)cccc2Cl)C1 (stereo not given)
19	8	2	1	103	11	6	-1	8	3	COCCCn1c(SCC(=O)Nc2ccc3c(c2)OCCO3)nnc1-c1ccoc1C
20	0	1	1	163	1	16	8	1	-2	CCCCc1c(O)nc(SCC(=O)NCCc2ccc(OC)c(OC)c2)[nH]c1=O
21	8	7	3	94	15	14	14	1	3	COc1ccc(CCN(Cc2cc3cccc(C)c3[nH]c2=O)C(=O)N2CCCC2)cc1OC
22	11	4	-3	79	13	14	5	-3	3	COc1ccccc1C1(CC(=O)O)CCOC(C(C)C)C1 (stereo not given)
23	5	1	3	101	-4	-1	-5	0	0	CCCCN1C(=O)C(NC(C)=O)c2ccccc21 (stereo not given)
24	-12	4	2	78	-37	18	4	-1	-5	COc1ccc(C2=Nn3c(nnc3-c3ccc(OC)cc3)SC2)cc1
25	2	·	4	122	8	-6	-5	-1	10	CCn1c(=O)c(C(=O)NCc2cccnc2)c(O)c2ccccc21
26	-3	3	39	44	-7	8	-2	1	2	CC(Sc1n[nH]c(=O)[nH]c1=O)C(=O)OCc1ccccc1 (stereo not given)
27	0	4	6	78	2	9	-1	-6	3	O=C(Nc1ccccn1)Nc1cccs1
28	1	0	17	142	33	12	4	3	10	CC(=O)Nc1ccc(NC(=O)CCC(=O)NCCO)cc1
29	-12	3	1	83	16	10	5	4	2	O=S(=O)(c1ccc2c(c1)OCCO2)N1CCN(Cc2ccc3c(c2)OCO3)CC1
30	12	-3	1	97	9	0	-16	2	4	CCOCCCNC(=O)CCCn1nc(C)n2c(cc3sccc32)c1=O
31	-15	6	-12	96	-147	15	-1	1	-11	Cc1cc2nnc(SCC(=O)NCc3cccs3)n2c(N)n1
32	12	·	3	49	15	5	2	4	4	CC(C)N(Cc1ccccc1)C(=O)COC(=O)c1ccc2c(c1)OCCO2
33	-25	8	-41	102	-67	-6	4	1	-5	Cn1c(N)c(C(=O)NCc2ccccc2Cl)sc1=S
34	8	2	6	89	-14	6	7	2	2	O=C1OC(Nc2ccc(F)cc2F)c2ccccc21 (stereo not given)
35	1	0	19	74	3	11	-6	4	9	CN1/C(=C/C(=O)C2CCC2)Sc2ccccc21
36	0	1	4	86	-7	-7	0	-3	5	O=C(c1cc2n(n1)C(C(F)(F)F)CC(c1ccc(F)cc1)N2)N1CCCC1 (stereo not given)
37	-5	-1	21	77	-73	-8	-3	2	-3	CC1CCc2c(C(=O)NCCN3CCOCC3)csc2C1 (stereo not given)
38	8	4	3	117	3	·	0	4	4	COc1ccc(C)cc1NC(=O)C1CCCN(S(=O)(=O)c2cnc[nH]2)C1 (stereo not given)
39	0	·	-6	83	0	0	8	4	3	N#Cc1c2n(c(=O)[nH]c1=O)CCCCC2
40	-3	1	-3	142	3	·	9	2	-2	Cc1nc2c(s1)sc1ccccc12
41	-13	5	8	118	-17	10	4	1	-3	CCSc1nc2c(c(=O)[nH]c(=O)n2C)n1C/C=C(/C)Cl
42	0	8	4	94	2	19	11	0	1	O=S(=O)(c1ccc2nc(COc3ccc(Cl)cc3Cl)[nH]c2c1)N1CCOCC1
43	-12	1	-11	122	-29	0	4	2	2	CCCCc1cc(=O)oc2cc(C)cc(OC(C)C(=O)O)c12 (stereo not given)
44	9	1	6	93	12	·	-5	-1	5	CCC(C)C1C(C#N)=C(N)Oc2n[nH]c(-c3ccccc3)c21 (stereo not given)
45	11	4	15	106	10	11	0	3	6	COc1ccc(-c2nn3c(-c4ccccc4)nnc3s2)cc1OC

In a second layout: results already given.
42. O=S(=O)(c1ccc2nc(COc3ccc(Cl)cc3Cl)[nH]c2c1)N1CCOCC1
  CatG inh: 0
  ROCK2 inh: 8
  CatS inh: 4
  Her2 expr inh: 94
  C1s block: 2
  CatL block: 19
  PKA kinase inh: 11
  CatB inh: 0
  CatB mix inh: 1
45. COc1ccc(-c2nn3c(-c4ccccc4)nnc3s2)cc1OC
  CatG inh: 11
  ROCK2 inh: 4
  CatS inh: 15
  Her2 expr inh: 106
  C1s block: 10
  CatL block: 11
  PKA kinase inh: 0
  CatB inh: 3
  CatB mix inh: 6
40. Cc1nc2c(s1)sc1ccccc12
  CatG inh: -3
  ROCK2 inh: 1
  CatS inh: -3
  Her2 expr inh: 142
  C1s block: 3
  CatL block: ·
  PKA kinase inh: 9
  CatB inh: 2
  CatB mix inh: -2
36. O=C(c1cc2n(n1)C(C(F)(F)F)CC(c1ccc(F)cc1)N2)N1CCCC1 (stereo not given)
  CatG inh: 0
  ROCK2 inh: 1
  CatS inh: 4
  Her2 expr inh: 86
  C1s block: -7
  CatL block: -7
  PKA kinase inh: 0
  CatB inh: -3
  CatB mix inh: 5

Additional structures follow.
#	CatG inh	ROCK2 inh	CatS inh	Her2 expr inh	C1s block	CatL block	PKA kinase inh	CatB inh	CatB mix inh	SMILES
46	10	·	15	125	15	0	-2	2	2	O=C(CCS(=O)(=O)c1cccs1)N1CCCC1
47	13	-1	9	151	12	2	-4	3	4	Cc1ccc(CC23CN4CCN(CC(C4)C2O)C3)c(C)c1 (stereo not given)
48	-4	3	7	114	0	0	9	-2	1	CC1CC(C)CN(C(=O)COC(=O)c2cc3ccccc3cc2O)C1 (stereo not given)
49	·	-1	·	102	·	-3	-5	1	·	COc1ccc(C(=O)N2CCC(N3CCN(c4ccccc4)CC3)CC2)cc1OC
50	-8	4	-12	125	-81	·	1	0	0	C/C(=C\C(=O)c1ccc(Br)cc1)N1CCCCC1
51	-1	-5	-5	86	2	1	-2	1	-1	CCOC(=O)C1C(=O)CC(=O)CC1CC(C)SCC (stereo not given)
52	-2	6	11	90	-5	3	7	4	8	C=CCn1cnc2c(NCc3ccccc3)ncnc21
53	·	12	·	88	·	-400	9	-2	·	CCCCCCc1cc2cc(C(=O)NC)c(=N)oc2cc1O
54	11	4	-2	83	6	2	3	3	7	COc1ccccc1C1N(c2ccc(F)cc2)C(=O)C2CCCN21 (stereo not given)
55	-1	-3	8	70	-1	17	-5	0	-1	CC1(C)CC(=O)C2=C(C1)N(CC1CCCO1)C(=O)NC2(C(F)(F)F)C(F)(F)F (stereo not given)
56	8	10	14	87	18	7	10	1	5	Cc1ccc2[nH]c(C)c(CN(C)C3CCN(C)CC3)c(=O)c2c1
57	-2	2	0	-18*	-43	-4	3	2	1	O=S1(=O)C=C(Sc2nc3cc(Cl)ccc3o2)c2ccccc21
58	10	4	7	116	11	11	5	3	2	CS(=O)(=O)N(CC(=O)N1CCC(C(N)=O)CC1)C1CCCCC1
59	48	0	9	111	-17	2	0	-2	0	Cc1ccc(SCc2[nH]nc3c2C(c2ccc(C)o2)C(C#N)=C(N)O3)cc1 (stereo not given)
60	-5	7	1	124	-4	-4	10	4	3	CCOC(=O)CSc1nnc(-c2ccco2)n1-c1ccccc1

6 of the entries above in order of the PKA kinase inh value, high to low.
No.	molecule	CatG inh	ROCK2 inh	CatS inh	Her2 expr inh	C1s block	CatL block	PKA kinase inh	CatB inh	CatB mix inh
52	C=CCn1cnc2c(NCc3ccccc3)ncnc21	-2	6	11	90	-5	3	7	4	8
57	O=S1(=O)C=C(Sc2nc3cc(Cl)ccc3o2)c2ccccc21	-2	2	0	-18*	-43	-4	3	2	1
50	C/C(=C\C(=O)c1ccc(Br)cc1)N1CCCCC1	-8	4	-12	125	-81	·	1	0	0
46	O=C(CCS(=O)(=O)c1cccs1)N1CCCC1	10	·	15	125	15	0	-2	2	2
47	Cc1ccc(CC23CN4CCN(CC(C4)C2O)C3)c(C)c1 (stereo not given)	13	-1	9	151	12	2	-4	3	4
55	CC1(C)CC(=O)C2=C(C1)N(CC1CCCO1)C(=O)NC2(C(F)(F)F)C(F)(F)F (stereo not given)	-1	-3	8	70	-1	17	-5	0	-1

(listing goes on)
#	CatG inh	ROCK2 inh	CatS inh	Her2 expr inh	C1s block	CatL block	PKA kinase inh	CatB inh	CatB mix inh	SMILES
61	10	6	4	92	-1	18	11	-1	-7	Cc1cccc(NC(=O)C2CCCN(c3nc(C)cc(C)n3)C2)c1 (stereo not given)
62	-4	·	9	70	-4	·	·	9	5	COc1ccc(NC(=O)C2CCC(C)(C(=O)O)C2(C)C)cc1 (stereo not given)
63	-1	6	9	83	-17	3	11	6	1	O=C1CC(N2CCN(c3ccc(C(=O)c4ccc(F)cc4)cc3)CC2)C(=O)N1 (stereo not given)
64	-1	·	-5	84	-7	2	-3	-1	-2	CC(C)OCCCn1c(=S)[nH]c2cc3c(cc2c1=O)OCO3
65	11	2	15	79	13	·	0	4	6	Cc1ccc(S(=O)(=O)Nc2ccc3nc(-c4cccn4C)[nH]c3c2)cc1
66	1	1	0	94	3	-4	7	1	3	COC(=O)c1ccccc1NC(=O)c1sc(=S)n(C)c1N
67	20	·	6	134	25	3	3	3	14	Cc1cc(NC(=O)c2ccccc2-c2ccccc2C(=O)O)no1

Screens: PubChem, several laboratories
